pPAFAH FP inh = inhibitors of human plasma PAF acetylhydrolase (pPAFAH); recombinant pPAFAH, FP-rhodamine probe fluorescence polarization; AID 463082; 1.5% of 330,000 active; inhibition, % at 3.39 µM; Q13093;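 active = inhibition above the mean inhibition across the screen plus 3 SD, cut at about 25% in these data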;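 also: inhibitors block binding of the rhodamine activity-based probe so polarization drops; 0% = enzyme with DMSO and 100% = wells lacking pPAFAH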
Target sequence (Q13093 whole entry, looked up): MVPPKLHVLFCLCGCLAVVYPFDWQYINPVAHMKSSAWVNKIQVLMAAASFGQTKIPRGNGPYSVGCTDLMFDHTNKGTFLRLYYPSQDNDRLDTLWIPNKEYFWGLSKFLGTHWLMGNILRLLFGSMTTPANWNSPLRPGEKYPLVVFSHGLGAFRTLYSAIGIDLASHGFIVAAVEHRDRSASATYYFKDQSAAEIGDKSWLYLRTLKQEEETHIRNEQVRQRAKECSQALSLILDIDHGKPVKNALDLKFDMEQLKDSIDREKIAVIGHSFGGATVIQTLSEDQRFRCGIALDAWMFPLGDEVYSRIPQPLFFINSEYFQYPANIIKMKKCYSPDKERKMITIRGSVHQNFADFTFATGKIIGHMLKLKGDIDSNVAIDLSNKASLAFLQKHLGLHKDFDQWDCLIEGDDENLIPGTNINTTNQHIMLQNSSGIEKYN
ZTA counter = ZTA (EBV) inhibition in EBNA-1 counter-screen; inhibition, % at 11 µM; P03206; 0.15% of 320,000 active; ZTA-DNA binding, fluorescence polarization; in the data active = inhibition above about 33%
Target sequence (P03206 whole entry, looked up): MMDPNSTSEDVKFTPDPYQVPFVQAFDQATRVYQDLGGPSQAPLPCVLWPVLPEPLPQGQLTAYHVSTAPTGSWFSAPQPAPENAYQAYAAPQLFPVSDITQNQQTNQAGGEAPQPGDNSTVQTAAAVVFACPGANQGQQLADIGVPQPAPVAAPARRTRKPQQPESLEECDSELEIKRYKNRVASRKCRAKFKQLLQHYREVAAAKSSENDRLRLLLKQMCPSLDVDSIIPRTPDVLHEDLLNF
PAFAH1B3 inh = blocks human PAF acetylhydrolase 1B catalytic subunit 3; 0.28% of 340,000 active; recombinant PAFAH1B3, FP-rhodamine probe, fluorescence polarization; Q15102; inhibition, % at 3.39 µM;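 active = inhibition above the screen-wide average of all tested compounds plus 3 SD, cut at about 25% in these data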;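 also: 0% = enzyme with DMSO only and 100% = wells lacking PAFAH1B3 protein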
LYPLA2 inh = blocks human lysophospholipase 2, a PME1 counter-screen | 0.38% of 320,000 active | AID 2177 | recombinant LYPLA2, FP-Rh probe fluorescence polarization | O95372 | inhibition, % at 5.9 µM;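 active = inhibition above the screen-wide mean plus 3 SD, limit set per campaign, cut at about 26% in these data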;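 also: 0% = LYPLA2 with DMSO and 100% = wells lacking LYPLA2 enzyme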
Target sequence (O95372 whole entry, looked up): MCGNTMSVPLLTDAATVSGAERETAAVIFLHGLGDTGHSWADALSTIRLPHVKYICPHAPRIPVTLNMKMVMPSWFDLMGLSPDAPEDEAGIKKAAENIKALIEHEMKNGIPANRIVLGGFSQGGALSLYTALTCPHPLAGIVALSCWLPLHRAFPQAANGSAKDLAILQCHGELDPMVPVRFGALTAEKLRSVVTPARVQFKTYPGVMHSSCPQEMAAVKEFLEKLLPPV
LYPLA1 counter = blocks human lysophospholipase 1, a PME1 counter-screen. O75608. 0.16% of 320,000 active. inhibition, % at 5.9 µM. recombinant LYPLA1, FP-Rh probe fluorescence polarization;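 active = inhibition above the mean of all tested compounds plus 3 SD, set per campaign, cut at about 14% in these data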;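 also: inhibitors block serine hydrolase probe labeling of LYPLA1 so polarization falls; 0% = enzyme with DMSO and 100% = wells lacking LYPLA1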
PAFAH1B2 FP inh = blocks human PAF acetylhydrolase 1b catalytic subunit 2. P68402. recombinant PAFAH1B2, FP-rhodamine activity probe, fluorescence polarization. inhibition, % at 3.39 µM. 1.2% of 340,000 active;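 active = inhibition above the mean of all tested compounds plus 3 SD, cut at about 24% in these data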;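 also: 0% = enzyme with DMSO and 100% = wells lacking PAFAH1B2; many of its hits are not listed in these tables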
PAFAH2 inh = PAFAH2 (human) inhibition; inhibition, % at 3.39 µM; recombinant PAFAH2, FP-rhodamine activity probe, fluorescence polarization; Q99487; 0.99% of 340,000 active;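 active = inhibition above the mean over all tested compounds plus 3 SD, cut at about 30% in these data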;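 also: inhibitors block probe labeling of enzyme so polarization drops; 0% = enzyme with DMSO and 100% = wells lacking PAFAH2 protein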
EBNA-1 inhibitor = blocks EBNA-1 binding to DNA | EBNA-1 DNA binding, fluorescence polarization | inhibition, % at 14.8 µM | 0.34% of 300,000 active; in the data active = inhibition above about 28%
PREPL inhibitor = inhibitors of human prolyl oligopeptidase-like enzyme PREPL; Q4J6C6; AID 2751; 0.68% of 320,000 active; recombinant PREPL, fluorescence polarization activity-based probe; inhibition, % at 5.96 µM; in the data active = inhibition above about 43%;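 also: 0% = enzyme with DMSO and 100% = wells lacking enzyme; many of its hits are not listed in these tables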
* hit, by the source's call; · = not tested or not shown. This is a subset. The share of hits here may be higher or lower than overall.

SMILES | pPAFAH FP inh | ZTA counter | PAFAH1B3 inh | LYPLA2 inh | LYPLA1 counter | PAFAH1B2 FP inh | PAFAH2 inh | EBNA-1 inhibitor | PREPL inhibitor
O=C(COc1ccccc1Br)N1CCN(C(=O)c2ccco2)CC1 | 1 | 0 | 5 | -3 | -1 | -2 | 0 | 0 | 3
COc1cc(/C=N/NC(=O)c2cc(C)oc2C)cc(OC)c1OC | -3 | 17 | 3 | 1 | 1 | -6 | 5 | -12 | 7
CN(c1ccc(OCC(=O)N2CCC(C(N)=O)CC2)cc1)S(=O)(=O)c1cccs1 | 4 | -2 | 10 | -2 | -3 | 4 | -4 | 2 | 5
O=C1CC2(CCN(C(=O)c3ccccc3F)CC2)Oc2ccccc21 | 1 | 4 | -2 | 1 | 0 | 1 | 4 | 13 | 10
CCOc1ccc(/C(O)=C2/C(=O)C(=O)N(c3cc(C)on3)C2c2ccc(C(=O)OC)cc2)cc1 (centres undefined) | 3 | 7 | -3 | -5 | 0 | 1 | -2 | 15 | 3
Cc1ccccc1Nc1c(-c2ccccn2)nc2c(C)cccn12 | 18 | 1 | 1 | -1 | 2 | 1 | -8 | 4 | -21
Nn1c(SCc2cc([N+](=O)[O-])cc3c2OCOC3)nnc1-c1ccccn1 | 1 | -13 | 10 | 8 | 0 | 7 | 0 | -3 | -4
COc1cc2c(cc1OC)C(C(=O)Nc1cccc(C)n1)C(c1cccnc1)N(C)C2=O (centres undefined) | 4 | -2 | 1 | 2 | 3 | 2 | -4 | 5 | 2
CC1(C)C(=O)C2(CCCC2)C(=O)OC1c1ccco1 (centres undefined) | 2 | 22 | -2 | 7 | 4 | 5 | 7 | 1 | -8
CC(/C=N/N1CCN(c2ccccc2)CC1)=C\c1ccco1 | 3 | 6 | 1 | 2 | -2 | 8 | 8 | 11 | 8
COc1ccc(NC(=O)c2cc(-c3ccncc3)nc3ccc(Br)cc23)cc1OC | 5 | 7 | -1 | -15 | -9 | -3 | -3 | 3 | 17
Cc1c(Cl)cccc1NC(=O)CSc1nncn1-c1ccccn1 | 8 | -1 | 6 | -1 | -4 | 5 | -4 | 5 | -27
CCN1C(=O)[C@H]2[C@@H](c3ccc(C)cc3)N3C(=O)N(c4cccc(Cl)c4)C(=O)[C@@]3(C)[C@H]2C1=O | 3 | -4 | 9 | 0 | -5 | 4 | 2 | 3 | 4
CCC(C)(C)NC(=O)C(c1ccc(F)cc1)N(Cc1ccco1)C(=O)c1snc(C(N)=O)c1N (centres undefined) | 1 | -10 | -2 | 4 | 2 | -3 | -8 | -17 | -7
COCCN(C(=O)c1ccccc1)c1nc(-c2ccc(OC)cc2)cs1 | 10 | -12 | -1 | 5 | -1 | 0 | 6 | -10 | 4
CCC(C(=O)OCCOCCN(CC)CC)c1ccccc1 (centres undefined) | 4 | 13 | · | 3 | 1 | · | · | -1 | 1
O=C(c1cccs1)n1nc(-c2ccccc2)nc1NCc1ccco1 | 3 | 5 | -9 | -4 | -4 | 1 | 2 | 5 | -3
COc1ccc(S(=O)(=O)n2nc(OC(=O)c3cccs3)cc2NC(=O)c2cccs2)cc1 | 3 | -4 | 0 | -5 | -2 | 5 | 4 | 1 | 15
CCCCn1cnc2c([nH]c3ccccc32)c1=O | 5 | 12 | 0 | -1 | -2 | 6 | -2 | -1 | 13
CCOc1cc(/C=C(/C#N)C(=O)Nc2ccc(OC)cc2)ccc1OCc1ccc(C(=O)O)cc1 | 2 | 5 | 16 | 2 | 1 | -5 | -4 | 16 | -1

The closing three records of the section above come first, to join the parts.
SMILES | pPAFAH FP inh | ZTA counter | PAFAH1B3 inh | LYPLA2 inh | LYPLA1 counter | PAFAH1B2 FP inh | PAFAH2 inh | EBNA-1 inhibitor | PREPL inhibitor
COc1ccc(S(=O)(=O)n2nc(OC(=O)c3cccs3)cc2NC(=O)c2cccs2)cc1 | 3 | -4 | 0 | -5 | -2 | 5 | 4 | 1 | 15
CCCCn1cnc2c([nH]c3ccccc32)c1=O | 5 | 12 | 0 | -1 | -2 | 6 | -2 | -1 | 13
CCOc1cc(/C=C(/C#N)C(=O)Nc2ccc(OC)cc2)ccc1OCc1ccc(C(=O)O)cc1 | 2 | 5 | 16 | 2 | 1 | -5 | -4 | 16 | -1
Cc1noc(NS(=O)(=O)c2ccc(N3CC(O)=C(c4ccccc4)C3=N)cc2)c1C | -2 | 11 | -4 | -1 | 0 | -2 | 6 | -11 | 1
COc1ccc(/C=C/C(=O)N2CCC(c3ccccc3)C2)cc1 (centres undefined) | 6 | -1 | 3 | 1 | 3 | -4 | 2 | 9 | -5
COC(=O)c1cnc2ccccc2n1 | 3 | -10 | 5 | 5 | -1 | -1 | -1 | 1 | -11
O=C(Cc1ccc(Br)cc1)Nc1ccccc1Cl | -3 | -9 | 9 | -11 | -6 | 9 | 2 | 12 | -3
O=C(Cc1n[nH]c(=O)[nH]c1=O)N/N=C/CCc1ccccc1 | 3 | 14 | 9 | 0 | 0 | 14 | 5 | 8 | -2
Cc1nn(-c2ccccc2)c2c1C(c1ccccc1)C(C#N)=C(N)O2 (centres undefined) | 5 | 7 | 10 | -3 | 1 | -4 | 2 | 2 | -2
CC(C)(C)c1ccc(-n2ncc3c2CCCC3NC(=O)C2(C(N)=O)CC2)cc1 (centres undefined) | 4 | -12 | 4 | 3 | -1 | 5 | -3 | -7 | -8
COc1ccc2c(c1)c1nnc(SCC(=O)NC3CC3)nc1n2C | 4 | 8 | 1 | 1 | 1 | 4 | -1 | 4 | 8
OC1(c2cccs2)CN(c2ccc(Cl)cc2)C2=[N+]1CCCS2 (centres undefined) | 4 | 9 | 0 | 4 | 3 | -3 | 2 | 13 | 10
COC(=O)c1cc(S(=O)(=O)N2CCC(C(N)=O)CC2)oc1C | 3 | 11 | 15 | -7 | 2 | 0 | -1 | -3 | 1
Cc1onc(-c2c(F)cccc2Cl)c1C(=O)NC(=S)NC1CCSC1=O (centres undefined) | -3 | -4 | 1 | -1 | -3 | 6 | 6 | 0 | 12
CC(Oc1ccccc1)C(=O)N1CCN=C1SCc1ccc(F)cc1 (centres undefined) | 5 | 3 | -5 | -7 | -1 | -2 | -2 | -10 | -4
COc1cccc(C2C(C(=O)OCc3ccccc3)=C(C)Nc3ncnn32)c1OC (centres undefined) | 0 | 8 | 1 | -8 | -3 | 5 | 3 | 7 | -5
Cn1nc(-c2ccccc2)cc1NS(=O)(=O)c1ccc(C#N)cc1 | 0 | 8 | 7 | -2 | -1 | 2 | 2 | -4 | -10
Clc1cccc(-c2csc(Nc3cccnc3)n2)c1 | 13 | 14 | 2 | -1 | -2 | -4 | 5 | -2 | 28
CSCCC(NC(=O)c1ccco1)C(=O)OCC(=O)Nc1sccc1C#N (centres undefined) | 2 | -11 | · | 1 | 1 | · | · | -4 | 3
Cc1cccc(NC(=O)c2nc(-c3ccccc3)n(-c3ccccc3)n2)c1C | 4 | -8 | 4 | 1 | 5 | -1 | 13 | 13 | 11
CS(=O)(=O)N1CCN(C(=O)c2ccc(Br)s2)CC1 | 3 | 25 | -1 | 1 | -1 | -4 | -11 | 6 | 0
CCCc1nnc(NC(=O)CN2C(=O)c3ccccc3C2=O)s1 | 6 | 8 | 0 | -4 | 0 | 3 | 1 | 9 | 15
CCn1ncc(Br)c1C(=O)Nc1ccc(C(=O)OC(C)C)cc1 | 0 | -5 | 5 | 5 | -2 | 1 | 5 | -17 | 4

Three of the entries above in order of the PREPL inhibitor value, rising:
SMILES | pPAFAH FP inh | PAFAH1B3 inh | PAFAH1B2 FP inh | PAFAH2 inh | EBNA-1 inhibitor | PREPL inhibitor
COC(=O)c1cnc2ccccc2n1 | 3 | 5 | -1 | -1 | 1 | -11
CC(C)(C)c1ccc(-n2ncc3c2CCCC3NC(=O)C2(C(N)=O)CC2)cc1 (centres undefined) | 4 | 4 | 5 | -3 | -7 | -8
O=C(Cc1n[nH]c(=O)[nH]c1=O)N/N=C/CCc1ccccc1 | 3 | 9 | 14 | 5 | 8 | -2

Next entries:
SMILES | pPAFAH FP inh | ZTA counter | PAFAH1B3 inh | LYPLA2 inh | LYPLA1 counter | PAFAH1B2 FP inh | PAFAH2 inh | EBNA-1 inhibitor | PREPL inhibitor
CCCCNC(=O)Nc1nnc(C(C)(C)C)s1 | 2 | 8 | 13 | 3 | 0 | 7 | 4 | 5 | 1
CCc1nc2ccccc2[nH]1 | -4 | -9 | 14 | 2 | 5 | -1 | 1 | 5 | 23
O=C(NCCN1CCN(C(=O)c2cccs2)CC1)C(=O)Nc1ccc(Br)cc1 | -4 | -10 | 6 | 2 | 0 | -5 | 0 | -15 | 6
O=C(Nc1c(F)cc(F)cc1Br)c1cc2nc(C(F)F)cc(C(F)F)n2n1 | 0 | -20 | -1 | 0 | -1 | 2 | -7 | -4 | -6
CC(=O)Nc1ccc(S(=O)(=O)NCC(=O)OCC(=O)NNC(=O)c2ccccc2)cc1 | -6 | -1 | 8 | 0 | 0 | 4 | 9 | · | -2
O=[N+]([O-])c1ccc(Sc2ccccn2)nc1 | 4 | -7 | 2 | 3 | 3 | 9 | -8 | -5 | -10
Brc1ccc(CSc2nnc(Cc3c[nH]c4ccccc34)o2)cc1 | 4 | -2 | 1 | -7 | -4 | 23 | -8 | 3 | 0
O=C(Cn1cnc2c(oc3ccccc32)c1=O)NCCc1ccccc1 | -8 | -7 | 0 | -7 | 0 | 7 | 1 | 6 | 5
NNC(=O)CSc1c(-c2cccs2)[nH]c2ccccc12 | 11 | -5 | 9 | 6 | 0 | 3 | -4 | 7 | 28
CN(C)CCN(C(=O)c1cccc(N2C(=O)CCC2=O)c1)c1nc2ccc(Br)cc2s1 | 2 | 1 | 7 | 7 | -2 | 0 | 1 | 2 | 4
COc1cccc(C2=NOC(C(=O)N3CCc4ccccc4C3)C2)c1 (centres undefined) | 1 | 17 | 1 | -2 | 4 | 3 | 1 | 0 | -9
CCOC(=O)C1CCCN(C(=O)C2CCCN(S(C)(=O)=O)C2)C1 (centres undefined) | -1 | 1 | 4 | -3 | 0 | -1 | 5 | 14 | 7
Cc1[nH]c2ccccc2c1C(=O)C(=O)NCc1ccncc1 | 1 | 7 | 13 | -3 | 3 | 4 | 1 | -2 | -2
COc1ccc(S(=O)(=O)Nc2cccc3c2O[C@H](CN(C)C(=O)Nc2ccc(C(F)(F)F)cc2)[C@@H](C)CN([C@H](C)CO)C3=O)cc1 | 10 | · | 6 | · | · | 20 | 14 | · | 7
CC1=C(C(=O)Nc2ccccc2)C(c2ccco2)C(C#N)=C(SCC(=O)OC(C)C)N1 (centres undefined) | 2 | 1 | -3 | 0 | -5 | 4 | -4 | 0 | -11
CCc1nnc(NC(=O)c2ccc(S(=O)(=O)N3CCCCC3C)cc2)s1 (centres undefined) | -2 | 4 | 6 | 5 | 2 | 6 | -3 | 3 | 5
Cc1ccc(C2/C(=C(/O)c3ccc(OC(C)C)cc3)C(=O)C(=O)N2CCN2CCOCC2)cc1 (centres undefined) | 2 | 7 | 2 | 2 | 2 | 4 | -1 | 14 | 0
CCCCC(=O)Oc1cc(C)[nH]c(=O)c1[N+](=O)[O-] | 1 | -2 | 14 | 0 | -4 | 2 | 7 | 6 | 0
O=C(O)c1ccc2c(=O)n3c(nc2c1)/C(=C/c1ccccc1OC(F)F)CC3 | 1 | -8 | 9 | 5 | 2 | 4 | -13 | -4 | 1
C=C(C)C1CC=C(C)/C(=N/NC(=O)c2ccoc2C)C1 (centres undefined) | -3 | -2 | 5 | 6 | 1 | 1 | -7 | -6 | -3
Cc1ccc(C2=[N+]([O-])C(C)(C)N(O)C2(C)C)cc1 | 3 | -6 | 0 | -5 | -1 | -4 | 1 | -18 | -8
COc1ccc2nc(N3CCCC(O)C3)c(C#N)cc2c1 (centres undefined) | 7 | -1 | 11 | 6 | 1 | 3 | 0 | 2 | 19
O=c1cc(-c2ccc(O)cc2)oc2c(C3O[C@H](CO)[C@@H](O)[C@H](O)[C@H]3O)c(O)cc(O)c12 (some centres undefined) | 6 | 13 | 8 | 1 | 2 | 5 | 1 | 3 | 2
